ASM inhibitor: inhibitors of human secretory acid sphingomyelinase | 340,000 compounds, 0.006% hits | placental ASM, HMU-PC fluorogenic substrate, 60 min | AID 504937 | Potency, µM (top dose mostly 57.5 µM), inactives show top-dose activity change, negative = inhibition, usual class: inhibitors; also: potency is read from the fitted curve at half-maximal effect
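Human placenta-derived ASM enzyme was preincubated with compound for 10 minutes at room temperature, then given fluorogenic substrate HMU-PC0 (9 uM final) for 60 minutes at 37 °C; a pH 10 stop preceded fluorescence reading at Ex 386/Em 447 nm.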
Chronic BCR inh: inhibitors of chronic active B-cell receptor signaling | ABC-DLBCL IkBa-CBG/CBR reporter, luminescence ratio, 4 h | Potency, µM (top dose mostly 46.1 µM), inactives show top-dose ratio change, negative = lower green/red ratio, hits mostly inhibitors | 340,000 compounds, 0.05% hits | AID 493014; active = well fitted inhibition curve with a large enough effect in the signal ratio, with a control signal flat, not every such curve was filed as active; inconclusive = small, poorly fitted or top-dose-only effect, or effect the other way, or a change in a side signal; the % refers to the signal ratio;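 also: potency is read from the fitted curve at half-maximal effect; plate controls were basal doxycycline-induced cells for no effect and cells given 10 µM MG132 for full effect; MG132 reads +100%, hits lower the ratio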
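Compounds up to 46 uM were incubated four hours with TMD8 cells whose green CBG68 luciferase is fused to IkappaBalpha; red CBR luminescence normalised the signal, and concentration-effect curves were fitted to fusion, red and ratio data.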
GALK inh: blocks human galactokinase activity; AID 1868; Potency, µM (titrated, usually from 57.5 µM), for the others: at the highest dose activity change, negative = inhibition, most hits filed as inhibitors; 270,000 compounds, 0.007% hits; P51570; Purified GALK, Kinase-Glo residual ATP luminescence; also: potency is read from the fitted curve at half-maximal effect; % is scaled to controls: 0 for no effect and ±100 for the full control effect
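Luminescence from leftover ATP (Ultra-Glo luciferase/luciferin) served as read-out after a 1 h room-temperature reaction of 5 nM GALK with 35 uM ATP and 100 uM galactose.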
MBNL1-CUG inh: inhibitors of human MBNL1 binding to CUG repeat RNA. TR-FRET MBNL1-His/biotin-(CUG)12 binding, 665/545 ratio. Potency, µM (doses to about 57.5 µM), for inactives: at the highest dose activity change, negative = inhibition, actives largely listed as inhibitors. 280,000 compounds, 0.036% hits; active = well fitted inhibition curve with a large enough effect in the signal ratio, with a control signal flat, not every such curve was filed as active; inconclusive = small, poorly fitted or top-dose-only effect, or effect the other way, or a change in a side signal; inactive = no such curve, though single readings can be large or run the other way; the % refers to the signal ratio; also: potency is read from the fitted curve at half-maximal effect; % is scaled to controls: 0 for no effect and ±100 for the full control effect
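TR-FRET between His-tagged MBNL1 and biotin-(CUG)12 RNA, detected with Tb anti-His antibody (0.055 ng/ul) and streptavidin-XL665 (5 nM), 60 min at room temperature. Compounds titrated 92 nM to 58 uM; 665/545 nm ratio normalized to buffer and complex controls.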
Menin-MLL TR inh: menin-MLL binding inhibition, Texas Red mutant peptide | Potency, µM (doses to about 61.6 µM), for the others: at the top dose FP activity change, negative = inhibition, actives largely listed as inhibitors | Menin + Texas Red MLL mutant peptide, fluorescence polarization | AID 1768 | 270,000 compounds, 0.23% hits; active = well fitted inhibition curve with a large enough effect in the polarisation, with a control signal flat, not every such curve was filed as active; inconclusive = small, poorly fitted or top-dose-only effect, or effect the other way, or a change in a side signal; inactive = no such curve, though single readings can be large or run the other way; the % refers to the polarisation; also: potency is read from the fitted curve at half-maximal effect; % of control where 0% means no effect; many of its hits are not listed in these tables
Target sequence (O00255 whole entry, looked up): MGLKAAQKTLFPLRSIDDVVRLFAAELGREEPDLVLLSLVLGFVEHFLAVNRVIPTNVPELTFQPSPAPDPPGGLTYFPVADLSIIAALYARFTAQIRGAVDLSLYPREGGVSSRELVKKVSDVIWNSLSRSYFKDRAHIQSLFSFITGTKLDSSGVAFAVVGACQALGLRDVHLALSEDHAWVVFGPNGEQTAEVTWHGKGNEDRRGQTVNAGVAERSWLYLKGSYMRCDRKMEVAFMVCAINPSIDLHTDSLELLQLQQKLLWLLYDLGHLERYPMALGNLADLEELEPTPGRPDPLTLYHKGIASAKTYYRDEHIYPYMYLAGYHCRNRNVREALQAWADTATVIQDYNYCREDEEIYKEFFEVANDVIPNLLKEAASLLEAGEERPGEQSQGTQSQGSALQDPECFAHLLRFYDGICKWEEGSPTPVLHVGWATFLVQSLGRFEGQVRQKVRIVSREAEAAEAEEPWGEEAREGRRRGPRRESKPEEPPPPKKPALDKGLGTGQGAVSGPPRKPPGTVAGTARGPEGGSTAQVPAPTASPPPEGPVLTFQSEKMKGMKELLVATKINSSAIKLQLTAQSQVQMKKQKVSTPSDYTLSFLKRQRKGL
Eya2 phos inh: Eya2 (human) phosphatase inhibition; O00167; recombinant Eya2, OMFP fluorescence dephosphorylation (OMFP is methylfluorescein phosphate); Potency, µM (highest dose often 76.9 µM), inactives show at the highest dose activity, negative = inhibition, actives largely listed as inhibitors; 330,000 compounds, 0.006% hits; also: potency is read from the fitted curve at half-maximal effect; % is scaled to controls: 0 for no effect and ±100 for the full control effect
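Eya2 (0.2 uM) preincubated 10 min at ambient with compound, then OMFP substrate added at 50 uM; 10 min reaction in 50 mM HEPES pH 7.5, 50 mM NaCl, 5 uM MgCl2, 0.05% BSA, 1 mM DTT. Fluorescence read at Ex 485/Em 525 nm.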
TSHR antag: antagonists of human thyroid stimulating hormone receptor; P16473; TSHR-expressing cells, TSH-stimulated cAMP HTRF, 2 h; stronger effect = lower value; activity change, negative = inhibition, % at 11.5 µM; 330,000 compounds, 0.2% hits; AID 504810;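 active = activity change below a set negative limit, meaning inhibition stronger than a set level, cut at about -70% in these data; inconclusive = activity change between two set negative limits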; also: % is scaled to controls: 0 for no effect and ±100 for the full control effect
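Competitive HTRF cAMP read-out (cryptate anti-cAMP antibody, cAMP-d2; 30 min, room temperature) in freshly harvested TSHR cells. Compounds added before TSH at EC80 (4nM final), followed by 2 hours' incubation at 37 deg C.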
PKM2 activator: increases activity of human pyruvate kinase M2. P14618. purified PKM2, Kinase-Glo ATP luminescence, activation; response scale: 0% is enzyme alone, no compound. Potency, µM (doses to about 57.5 µM), for the others: at the highest dose activation, hits mostly activators. 260,000 compounds, 0.34% hits; also: potency is read from the fitted curve at half-maximal effect; % is scaled to controls: 0 for no effect and ±100 for the full control effect; nearly all actives have a fitted effect of over 55% in size
Target sequence (P14618 whole entry, looked up): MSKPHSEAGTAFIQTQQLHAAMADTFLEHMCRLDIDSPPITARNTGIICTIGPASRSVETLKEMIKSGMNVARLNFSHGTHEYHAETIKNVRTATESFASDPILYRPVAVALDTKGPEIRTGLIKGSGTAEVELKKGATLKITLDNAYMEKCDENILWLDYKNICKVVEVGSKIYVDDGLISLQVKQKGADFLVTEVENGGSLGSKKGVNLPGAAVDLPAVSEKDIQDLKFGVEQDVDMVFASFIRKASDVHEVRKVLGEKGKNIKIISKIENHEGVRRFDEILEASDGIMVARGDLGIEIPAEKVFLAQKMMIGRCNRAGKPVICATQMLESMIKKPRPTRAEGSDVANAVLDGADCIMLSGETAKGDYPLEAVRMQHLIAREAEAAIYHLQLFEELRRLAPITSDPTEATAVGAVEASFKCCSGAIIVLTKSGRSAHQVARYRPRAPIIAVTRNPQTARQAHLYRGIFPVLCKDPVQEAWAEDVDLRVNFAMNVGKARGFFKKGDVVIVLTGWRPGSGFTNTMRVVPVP
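Kinase-Glo luminescence reports ATP generated from ADP (0.1 mM) and PEP (0.5 mM) by purified hPK-M2 after 1 h at room temperature, pH 7.2 imidazole buffer; intermediate enzyme activity allows detecting inhibitors and activators.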
hERG WT inh: blocks the wildtype human KCNH2 potassium channel; Q12809; U2OS, BacMam KCNH2, thallium flux FluxOr; stronger effect = lower value; activity change, % at 1.84 µM; 340,000 compounds, 0.37% hits; AID 720551;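 active = maximum activity change below -70%; inconclusive = maximum activity change between -70% and -50%; inactive = maximum activity change above -50%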; also: % is scaled to controls: 0 for no effect and ±100 for the full control effect
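U2OS cells were transduced with wild-type KCNH2 virus (2.03 x 10^8 / mL) for 4 h at room temperature, then cultured overnight at 37 C. Thallium flux was read with FluxOr dye. Rate constants were normalized to DMSO controls.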
Mito fusion act: mitochondrial division inhibition or fusion activation; Potency, µM (doses to about 46.1 µM), for the others: at the highest dose growth rescue (activation), usual class: activators; AID 485298; 320,000 compounds, 0.23% hits; S. cerevisiae fusion-defective mutant growth rescue, CellTiterGlo 48 h;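 also: potency is read from the fitted curve at half-maximal effect; % of control where 0% means no effect; nearly all actives have a fitted effect of over 45% in size; temperature-sensitive fusion mutants such as fzo1-1 at 37 °C on non-fermentable ethanol glycerol medium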
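Temperature-sensitive fusion-defective S. cerevisiae (e.g. fzo1-1, mgm1-5) were grown with compound in YPEG medium (3% ethanol, 3% glycerol) for 48 hours at 37C. Growth rescue was measured as viability by CellTiterGlo luminescence after 10 minutes at ambient.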
USP2a inh: inhibitors of human ubiquitin-specific protease USP2a. O75604. USP2 core, Ub-CHOP2 coupled fluorogenic reporter, 485/531. Potency, µM (series often up to 38.3 µM), for inactives: at the highest dose activity change, negative = inhibition, usual class: inhibitors. 330,000 compounds, 0.01% hits. AID 463254;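 also: potency is read from the fitted curve at half-maximal effect; plate controls were DMSO wells for no effect and full inhibition by NEM control for full effect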
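USP2 core (10nM final) preincubated 30min RT with compound in 20mM Tris-HCl pH 8.0, 2mM CaCl2, 2mM beta-mercaptoethanol, 0.05% CHAPS; 25nM Ub-CHOP2 plus 25nM reporter substrate added, fluorescence (Ex485/Em531) read after 60min.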
The depositor's hits bear a star; u = inconclusive; x = no result given; [ ] = dose if it differs, or a comment. Unless noted, calls follow the shape of the dose curve; as a rule, active = well fitted curve in the direction sought with a large enough effect; inconclusive = small, poorly fitted or top-dose-only effect, or another doubt; inactive = no such curve, though single readings can be large; an effect the other way counts as inactive or inconclusive.

SMILES	ASM inhibitor	Chronic BCR inh	GALK inh	MBNL1-CUG inh	Menin-MLL TR inh	Eya2 phos inh	TSHR antag	PKM2 activator	hERG WT inh	Mito fusion act	USP2a inh
Cc1ccc(C)c(N2N=C(C(=O)Nc3ccc(S(=O)(=O)N4CCCC4)cc3)CCC2=O)c1	2%	-8%	-4%	2%	x	-5%	-1	0%	6	3%	-3%
Cc1ccc(C(=O)N/C(=C\c2ccccc2)C(=O)NCc2cccnc2)cc1	-2%	-2%	0%	4%	20%	-8%	7	2%	26	5%	3%
Cc1ccc(C)c(NC(=O)CCc2ccc(S(=O)(=O)NC3CCCCC3)cc2)c1	-2%	u	0%	0%	-8%	-3%	-7	-4%	3	1%	0%
CCC1CCCCN1S(=O)(=O)c1ccc(NC(=O)c2cccnc2)cc1 (stereo not drawn)	-3%	4%	-7%	-2%	x	7%	20	8%	1	4%	1%
Cc1ccc(N2C(=O)NC(NS(=O)(=O)c3ccc(C)cc3)(C(F)(F)F)C2=O)cc1 (stereo not drawn)	1%	0%	-1%	-3%	x	-13%	5	x	16	2%	2%
CCCC(=O)NC(c1ccccc1)c1ccc2cccnc2c1O (stereo not drawn)	3%	u	0%	25%	-14%	11%	-5	-2%	-262*	0%	-1%
O=C(/C=N/O)Nc1ccccc1	-3%	-12%	5%	-5%	-17%	-4%	21	-5%	-1	2%	2%
COC(=O)C1CCN(C(c2ccc(OC)c(OC)c2)c2sc3nc(C)nn3c2O)CC1 (stereo not drawn)	6%	5%	3%	11%	-8%	14%	-4	1%	-10	-3%	1%
C=CCC[C@H](Cc1ccc(F)cc1)C(=O)OC[C@@H](NC(=O)[C@@H](CC=C)CC(=O)N(CCO)Cc1ccccc1)C(C)(C)C	-4%	u	x	x	x	-14%	-10	x	10	x	-12%
COc1cc(OC)c(C2N(c3ccc(Cl)cc3)C(=O)C3CCCN32)cc1OC (stereo not drawn)	2%	u	2%	13%	1%[11.7 µM]	-6%	-3	1%	4	0%	0%
O=C(CCS(=O)(=O)c1ccccc1)N1CCN(c2cccc(C(F)(F)F)c2)CC1	0%	0%	-7%	-2%	x	3%	-12	-4%	-2	0%	3%
O=C(NCc1ccc2c(c1)OCO2)C1CCCN1S(=O)(=O)c1ccc(F)cc1 (stereo not drawn)	0%	-3%	0%	3%	x	12%	-1	-1%	10	-7%	-1%
COC(=O)CNC(=O)CSc1nnc(C)c(=O)[nH]1	0%	-17%	1%	-26%	-26%	-19%	21	-18%	1	0%	3%
Cc1cccc(Nc2nc(C)nc3c2oc2ccccc23)c1	-17%	u	-1%	-7%	3%	-1%	-2	x	6	20%	1%
CCOc1ccc(C(=O)NC2CCN(C(=O)Nc3ccc(F)cc3)CC2)cc1	-5%	1%	-1%	1%	-6%	0%	-10	-5%	17	0%	2%
Cc1occc1C(=O)NNS(=O)(=O)c1ccc([N+](=O)[O-])cc1	0%	0%	-2%	u	11%	-9%	-3	2%	7	-1%	-1%
CCN(CC(=O)Nc1ccccc1C(F)(F)F)C(=O)c1cc(-c2ccccc2)nn1-c1ccccc1	x	10%	x	x	x	5%	-5	x	3	0%	4%
OC(CNCc1ccccc1)Cn1ccc2ccccc21 (stereo not drawn)	3%	0%	0%	x	-20%	-8%	-4	3%	-4	-6%	-1%
Cc1ccccc1C(=O)N1CCN(c2ccc(NC(=O)c3ccc4c(c3)OCCO4)cc2)CC1	-1%	u	-4%	1%	u	4%	u	-2%	-5	3%	-1%
O=C1c2ccccc2C(=O)N1CCCc1c[nH]c2ccccc12	-2%	12%	0%	-5%	24%	-6%	17	3%	-1	u	-1%
CCOC(=O)N1CCC(Nc2nc(OC)nc(OC)n2)CC1	0%	15%	0%	8%	-5%	7%	3	8%	-2	-1%	8%
Cn1cc(CN2CCC(C(=O)Nc3cccc(-c4cscn4)c3)CC2)cn1	4%	-2%	-8%	-7%	-13%	-8%	-7	-5%	20	-2%	0%
CN(C(=O)COC(=O)c1ccc2c(c1)OCO2)C1CCCCC1	-2%	u	x	x	x	-4%	1	x	-4	x	2%
CCN(CC(=O)Nc1c(F)cccc1F)C(=O)/C=C/c1ccc(Br)s1	-3%	u	x	x	x	21%	9	x	-1	-1%	0%
O=C(Nc1ccc(C(=O)Nc2ccccc2Cl)cc1)c1cccnc1	-2%	-3%	-3%	-4%	x	-10%	-5	x	-17	1%	-1%
O=C(NNC(=S)Nc1ccccc1Cl)c1ccccc1	-1%	u	2%	2%	14%	12%	3	-14%	3	-2%	1%
O=C(CCCCn1c(=O)[nH]c2ccsc2c1=O)NCCc1ccccc1	2%	4%	-1%	-9%	u	-13%	23	2%	-4	-1%	-1%
COCc1nnc(NC(=O)c2ccc(S(=O)(=O)N(C)Cc3ccccc3)cc2)o1	-2%	-3%	-1%	10%	u	0%	-8	-3%	3	6%	4%
CCSc1nnc(NC(=O)c2cnccn2)s1	2%	0%	1%	2%	-5%	-2%	16	-3%	8	4%	0%
COC(=O)CSc1nc2ccc(N)cc2s1	-3%	u	8%	-5%	u	-1%	-6	13%	0	9%	3%
Cc1ccc(C(=O)NCC(=O)OCC(=O)NC2CCCC(C)C2C)s1 (stereo not drawn)	2%	-5%	11%	-1%	-1%	6%	-5	3%	-7	1%	3%
CC1(C)CC2(CCO1)CNC(=O)O2 (stereo not drawn)	4%	-2%	0%	-3%	12%	0%	10	-4%	-1	0%	3%
COc1cccc(NC(=O)c2nn(C)c(C(=O)Nc3cccc(OC)c3)c2[N+](=O)[O-])c1	-4%	-7%	7%	21%	u	0%	-8	0%[11.5 µM]	-5	4%	0%
COc1ccc(CNS(=O)(=O)c2cc3c(cc2C)N(C)CCO3)cc1	2%	-13%	x	-2%	-9%	-21%	-10	3%	-2	-1%	2%
O=C(COC(=O)c1ccc(O)cc1)Nc1cccc(S(=O)(=O)N2CCCCC2)c1	-3%	u	1%	-9%	x	u	-19	24%	0	1%	0%
COc1ccccc1/C=N/NC(=O)c1nnn(-c2nonc2N)c1CSC1=NCCS1	3%	u	2%	x	1%	-7%	-18	-2%	19	5%	0%
O=C(NCC1CC1)c1ccc(Nc2nc3ccc(Br)cc3[nH]2)cc1	-10%	5%	-3%	1%	u	9%	-10	0%	0	-3%	0%
CC1CCCCN1C(=O)c1cccc(NC(=O)c2ccccc2)c1 (stereo not drawn)	-4%	10%	-3%	-6%	u	-9%	-25	1%	-2	8%	-1%
O=C(NC1CCCC1)C1CCC(=O)N1C1CCCC1 (stereo not drawn)	5%	1%	-4%	-8%	0%	-13%	-1	-3%	x	2%	1%
O=C(Nc1cc(C(F)(F)F)ccc1N1CCOCC1)c1cccnc1Cl	0%	8%	-6%	-13%	19%	-14%	-6	-8%	8	-1%	1%
Cc1ccc(C(C(=O)NCC2CCCO2)N(C(=O)c2snc(C(N)=O)c2N)c2ccc(C)c(C)c2)o1 (stereo not drawn)	491%[activator]	0%	8%	2%	-16%	-9%	-14	2%	1	-5%	0%
CS/C(=N\NC(N)=O)c1ccccc1	-2%	-2%	3%	0%	-9%	-8%	1	2%	-2	-3%	1%
CN1C(=O)C(C)(C)c2cc(S(=O)(=O)N3CCC(C(=O)NCc4ccc(Cl)cc4)CC3)ccc21	3%	7%	4%	-6%	-19%	0%	-1	13%[0.46 µM]	2	-1%	3%
O=C(c1cc(-c2ccccc2O)on1)N1CCCCCC1	-2%	-2%	-3%	3%	16%	-3%	-19	0%	-3	14%	2%
O=C(OCc1nnc(-c2ccccc2)o1)c1cn(-c2ccccc2)nc1-c1ccccc1	-13%	2%	5%	10%	21%	-2%	-5	-5%	3	10%	3%
C=C[C@@H]1c2cc(C)ccc2N(S(=O)(=O)c2ccc(C)cc2)[C@H](c2ccccc2)C1(C#N)S(=O)(=O)c1ccccc1 (stereo partly drawn)	3%	2%	x	x	x	-27%	-7	x	-5	x	5%

Compound activity deposited in PubChem by National Center for Advancing Translational Sciences (NCATS).

The list is partial (hit frequency here may not be typical).
